NTR1 ag: agonists of NTR1, primary screen, imaging, U2OS cells, beta-arrestin-GFP, high content (AID 493036); actives 0.17% (n = 330,000); activation, % at 20 µM; P30989; NTR1-U2OS beta-arrestin-GFP spot imaging, agonist mode;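 active = activation at or above 40% of the spot to cytoplasm intensity ratio, with at least 20 cells analyzed; inconclusive = wells under 20 cells, flagged as cytotoxic or low count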;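 also: 0% = DMSO without peptide and 100% = 100 nM NTR1 peptide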
Target sequence (P30989 whole entry, looked up): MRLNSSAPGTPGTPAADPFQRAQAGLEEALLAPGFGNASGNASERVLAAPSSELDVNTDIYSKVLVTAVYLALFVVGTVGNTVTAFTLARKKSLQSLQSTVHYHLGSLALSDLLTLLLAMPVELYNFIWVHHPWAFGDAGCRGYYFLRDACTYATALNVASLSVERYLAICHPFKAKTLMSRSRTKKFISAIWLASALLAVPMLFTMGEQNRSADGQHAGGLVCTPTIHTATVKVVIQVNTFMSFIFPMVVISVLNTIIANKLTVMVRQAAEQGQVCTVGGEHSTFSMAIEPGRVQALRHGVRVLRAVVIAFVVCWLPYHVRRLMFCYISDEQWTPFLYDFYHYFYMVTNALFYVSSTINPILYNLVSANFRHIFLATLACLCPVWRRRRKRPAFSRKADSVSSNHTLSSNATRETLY
GPR55 antagonists: inhibition of LPI-stimulated GPR55 beta-arrestin translocation – imaging, U2OS, beta-arrestin-GFP, LPI agonist, primary screen (AID 2013); U2OS GPR55 beta-arrestin-GFP translocation imaging, LPI antagonism; higher % means a stronger effect; inhibition, % at 10 µM, or IC50 in µM where a hit was titrated; actives 0.13% (n = 290,000);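 active = spots per cell inhibited over 60%, with over 100 cells counted and total cytoplasm intensity under 500,000; inconclusive = wells with under 100 cells, flagged as likely toxic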;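 also: U2OS cells stably carrying GPR55 and arrestin-GFP stimulated by 5 µM LPI near EC80; imaged beta-arrestin-GFP aggregate spots per cell after agonist stimulation; plate controls were LPI-stimulated DMSO wells for no effect and DMSO wells without LPI for full effect; some results filed as inactive read as strong as hits; confirmed hits need IC50 under 10 µM and bright autofluorescent wells are also inconclusive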
MgcRacGAP inhibition: MgcRacGAP GTPase-activating activity inhibitors, confirmation, biochemical, ADP Hunter fluorescence; one-dose inhibition, % at 30 µM; IC50 in µM for titrated hits; actives 0.6% (n = 340,000); MgcRacGAP-stimulated Rac1 GTP hydrolysis, ADP Hunter fluorescence; higher % means a stronger effect; GST-tagged Rac1 F28L mutant substrate; AID 624330;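 active = first-screen hits whose inhibition reached a set limit at any dose in the follow-up dose series; inconclusive = inhibition above the set first-screen limit but never retested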;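 also: fluorescence reports GDP produced by GAP-driven GTP hydrolysis; strong numbers were not always called active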
GPR35 antagonists: GPR35 antagonists blocking zaprinast-driven arrestin recruitment, primary screen, imaging, U2OS, beta-arrestin-GFP, zaprinast agonist (AID 2058); U2OS GPR35 beta-arrestin-GFP translocation imaging, zaprinast antagonism; higher % means a stronger effect; one-dose inhibition, % at 10 µM; IC50 in µM for titrated hits; actives 0.052% (n = 290,000);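 active = inhibition of at least 50% with at least 30 cells and total cytoplasm GFP at most 10,000,000; inconclusive = under 30 cells or total GFP of 10,000,000 plus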
Yfh1-off respiration: enhancers of respiration in Yfh1-depleted yeast, dose response, Friedreich's ataxia, plus single-dose screen (AID 1465). S. cerevisiae Yfh1-off respiration, WST-1 reduction, 72 h; higher fold induction means a stronger effect. actives 0.074% (n = 220,000). fold induction at 50 µM; hits with a dose series show EC50 in µM;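 active = fold induction of absorbance versus untreated yeast above a set limit, then at least 30% activation at any dose in follow-up; inconclusive = repeats straddling the limit, or above it without dose testing; inactive = fold induction below the set limit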;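 also: activators that raise dye reduction in frataxin-depleted yeast; strong numbers were not always called active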
AID2073: inhibitors of Mint1-CaV2.2 protein interaction, biochemical, HTRF (AID 2073) | HTRF protein-protein interaction, Mint1-CaV2.2; higher % means a stronger effect | inhibition, % at 20 µM, or IC50 in µM where a hit was titrated | actives 0.19% (n = 290,000); in the data active = inhibition mostly above about 51%, no sharp cut-off; inconclusive = no clear call, values can overlap the other calls; inactive = mostly below about 53%; also: some results filed as inactive read as strong as hits
Large T inhibition: TAg ATPase/helicase activity blockers – biochemical (AID 1903). SV40 large T antigen ATPase/helicase inhibition assay; higher % means a stronger effect. inhibition, % at 20 µM; hits with a dose series show IC50 in µM. actives 0.39% (n = 310,000); in the data active = a potency from the dose series; inconclusive = inhibition mostly from about 32% at the one dose, without a potency; inactive = the rest, 99 in 100 with inhibition below about 32%; also: strong numbers were not always called active
Dengue-2 NS5 capping: Dengue-2 NS5 methyltransferase inhibitors, primary screen, biochemical, confirmation dose response (AID 588689); Dengue-2 NS5 methyltransferase capping enzyme assay, biochemical; higher % means a stronger effect; inhibition, % at 25 µM; hits with a dose series show IC50 in µM; actives 0.3% (n = 340,000); in the data active = a potency from the dose series; inconclusive = inhibition above about 29% without an active follow-up result
GPR55 activation: selective activators of receptor GPR55 – imaging, U2OS cells, beta-arrestin-GFP redistribution, primary screen (AID 1961). U2OS GPR55 beta-arrestin-GFP redistribution imaging; higher % means a stronger effect. one-dose activation, % at 10 µM; EC50 in µM for titrated hits. actives 0.048% (n = 290,000);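 active = activation above 40% with more than 50 cells counted in the well; inconclusive = wells holding fewer than 50 cells, flagged as toxic or sparse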;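 also: U2OS osteosarcoma cells stably expressing GPR55 and beta-arrestin-GFP; plate controls were DMSO negative control for no effect and LPI positive control for full effect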
NTR1 ag cell count 20 µM: further read-out of NTR1 ag, marked with its call; cell count; measured here: cell count, cytotoxicity flag
Dengue-2 NS5 capping pilot replicate: second read-out of Dengue-2 NS5 capping, no call of its own (marks repeat the call); inhibition, %; measured here: pilot screen replicate inhibition
Numbers without * were called inactive; i = inactive; ? = inconclusive; . = not tested or not shown.

SMILES	NTR1 ag	NTR1 ag cell count 20 µM	GPR55 antagonists	MgcRacGAP inhibition	GPR35 antagonists	Yfh1-off respiration	AID2073	Large T inhibition	Dengue-2 NS5 capping	GPR55 activation	others
CCn1cc(Cl)c(C(=O)N2N=C3/C(=C/c4cccs4)CCCC3C2c2cccs2)n1 (stereo not drawn)	9.3	84	6%	5%	7%	i	-2%	16%	2%	0.0%	Dengue-2 NS5 capping pilot replicate=3.3
COc1ccccc1NC(=O)Nc1nnc(CC(=O)Nc2ccccc2)s1	2.6	45	-6%	.	7%	i	24%	-6%	.	0.2%
CCN(CC)S(=O)(=O)c1ccc2oc(C(=O)N3CCc4ccccc4C3)c(C)c2c1	-1.3	57	11%	2%	-8%	i	-1%	8%	4%	0.7%
Cc1ccc(S(=O)(=O)NN2C(=O)/C(=C/c3ccc(F)cc3)SC2=S)cc1	0.7	59	14%	8%	8%	.	-2%	13%	10%	-0.2%
CN(C)c1ccc(C(O)P(=O)(OCc2ccccc2)c2ccc(N(C)C)cc2)cc1 (stereo not drawn)	2.4	42	1%	.	-9%	i	-1%	18%	.	-0.3%
COc1cc(/C=N/NC(=O)c2cc(-c3ccccc3)sc2N)cc(OC)c1OC	16	57	0%	.	3%	i	37%	22%	.	-0.1%
O=C(NC1(C(F)(F)F)C(=O)Nc2c1c(=O)[nH]c(=O)n2Cc1ccco1)C1CCCCC1 (stereo not drawn)	2.2	57	-1%	4%	0%	i	-3%	1%	-3%	-0.1%
C=CCN1C(=O)c2ccc(C(=O)N(C)CC(=O)Nc3ccc(Br)cc3C)cc2C1=O	0.1	56	.	14%	.	.	.	8%	8%	.
COC(=O)c1ccc(CN2CCN(Cc3ccccc3)C(CCO)C2)cc1 (stereo not drawn)	1.6	79	1%	9%	2%	i	7%	4%	3%	0.3%
Clc1ccc(CN2C3=NCCN3c3ccccc32)cc1	-0.7	61	1%	6%	3%	i	-5%	0%	-1%	0.3%

Three compounds out of the list, arranged by count of non-hydrogen atoms, ascending:
SMILES	NTR1 ag	NTR1 ag cell count 20 µM	GPR55 antagonists	MgcRacGAP inhibition	GPR35 antagonists	Yfh1-off respiration	AID2073	Large T inhibition	Dengue-2 NS5 capping	GPR55 activation	others
Cc1ccc(S(=O)(=O)NN2C(=O)/C(=C/c3ccc(F)cc3)SC2=S)cc1	0.7	59	14%	8%	8%	.	-2%	13%	10%	-0.2%
COc1ccccc1NC(=O)Nc1nnc(CC(=O)Nc2ccccc2)s1	2.6	45	-6%	.	7%	i	24%	-6%	.	0.2%
CCn1cc(Cl)c(C(=O)N2N=C3/C(=C/c4cccs4)CCCC3C2c2cccs2)n1 (stereo not drawn)	9.3	84	6%	5%	7%	i	-2%	16%	2%	0.0%	Dengue-2 NS5 capping pilot replicate=3.3

Later entries:
SMILES	NTR1 ag	NTR1 ag cell count 20 µM	GPR55 antagonists	MgcRacGAP inhibition	GPR35 antagonists	Yfh1-off respiration	AID2073	Large T inhibition	Dengue-2 NS5 capping	GPR55 activation	others
CC1(OC(=O)CCc2ccccc2)C(=O)C=C2C=C(c3ccc(C#N)cc3)N(CC3CC3)C=C2C1=O (stereo not drawn)	0.5	39	12%	13%	-2%	i	?	22%	17%	-0.1%
O=C(NC1CC2CCCC(C1)N2C(=S)Nc1ccccc1)C1CC1 (stereo not drawn)	-0.2	48	7%	6%	-1%	.	-2%	10%	-7%	-0.2%
Cc1cc2ccccc2nc1Br	0.9	66	-12%	5%	8%	i	-4%	8%	1%	0.1%
CCC(C)c1ccc(NC(=O)N2CCOCC2)cc1 (stereo not drawn)	0.2	75	-4%	8%	-1%	.	2%	10%	-4%	0.7%	Dengue-2 NS5 capping pilot replicate=0.9
C[n+]1cccc(C(=O)Nc2ccccc2)c1	-0.1	80	-5%	1%	12%	.	2%	10%	-2%	0.0%
Cc1ccn2cc(CCNC(=O)COc3ccccc3)nc2c1	-0.7	57	11%	15%	7%	i	2%	11%	6%	-0.3%
COc1ccc(C(=O)COC(=O)CCc2ccccc2)cc1	-0.9	57	6%	4%	-21%	i	-2%	?	1%	0.3%
O=C(NCc1cccnc1)/C(=C/c1ccccc1)NC(=O)c1ccccc1	0.0	64	15%	3%	0%	i	12%	0%	-2%	-0.1%
CC1(C(=O)NCC2CCCO2)Oc2cccnc2NC1=O (stereo not drawn)	-0.7	54	-8%	3%	-2%	i	-1%	6%	0%	-0.2%
COc1ccccc1C(C)N(C)Cc1nc(COc2ccccc2)no1 (stereo not drawn)	0.6	57	2%	7%	10%	i	-11%	.	-5%	0.2%
O=CNCC(=O)NCCc1ccc(Cl)cc1	-0.5	43	22%	16%	9%	i	0%	1%	-2%	0.0%
N=c1oc2ccc3ccccc3c2cc1-c1nc(-c2ccccc2)cs1	.	.	20%	6%	11%	i	4%	-3%	?	-0.4%
O=C(CCC(=O)N(CC(=O)NC1CCCCC1)c1ccccc1F)Nc1nccs1	-0.3	43	-1%	4%	3%	.	27%	5%	-2%	.
Cc1ccc(NC(=O)COC(=O)C2(c3ccc(Cl)cc3)CCCC2)cc1	9.6	60	4%	0%	-9%	i	-3%	-20%	8%	-0.1%
Cc1ccc(OCC(O)CN2CCOCC2)c(C)c1 (stereo not drawn)	-0.5	62	5%	7%	16%	.	7%	9%	-2%	-0.2%
CCN1C(=O)[C@@H]2[C@@H](c3ccc(-c4ccc(OC)cc4)c(OC)c3)N3CCCC[C@@]3(C(=O)OC)[C@@H]2C1=O	-1.6	45	.	3%	.	.	.	14%	17%	.
Cc1cccc(N2CCN(C(=O)c3ccc4c(c3)OCCO4)CC2)c1C	2.1	49	0%	-4%	2%	i	-8%	9%	-13%	-0.5%
CC(C)c1ccc(NC(=O)[C@@H](C)NC(=O)[C@@H]2Cc3ccccc3CN2)cc1	-0.8	53	-3%	-7%	10%	.	-4%	8%	-4%	-0.2%
COc1ccc(NC(=O)NC2(C(=O)N3CCCCCC3)CCCCC2)cc1	0.9	73	7%	7%	-10%	i	-6%	2%	-8%	-0.1%
COc1cc(NC(=O)CCc2c(C)nn(-c3ccc(N4CCOCC4)nn3)c2C)cc(OC)c1OC	-0.9	56	9%	13%	23%	.	6%	15%	-4%	0.4%
O=[N+]([O-])c1ccc(N/N=C/c2sc(N3CCOCC3)nc2-c2ccccc2)c(S(=O)(=O)Nc2ccc(Cl)cc2)c1	.	.	6%	3%	0%	i	67%*	22%	-75%	18%
O=C1CC(NNC(=O)c2ccc(Br)cc2)C(=O)N1 (stereo not drawn)	0.4	35	11%	2%	14%	i	7%	6%	-2%	0.2%
NC(=NC(=O)c1ccc(OCC(F)(F)F)nc1)c1ccc(Cl)cc1	10	66	-13%	7%	-14%	.	17%	11%	-6%	-0.2%
NC(=O)NC(=O)CSc1nnc(-c2ccco2)n1Cc1ccccc1	-1.1	54	8%	8%	4%	i	-7%	8%	-1%	-0.3%
Cc1ccc(Nc2c(N)c(=O)oc3ccccc23)cc1	0.4	79	-10%	15%	-9%	i	0%	20%	-4%	-0.4%
CCN(CC)S(=O)(=O)c1ccc(N=N/C(C(C)=O)=C(/C)O)cc1	-0.3	46	2%	3%	-14%	i	25%	2%	-3%	0.2%
CCn1c(=O)c([N+](=O)[O-])c(N2CCOCC2)c2ccccc21	-0.7	49	-11%	6%	-21%	i	-4%	3%	2%	0.1%
O=C(NCC1CCN(c2ccc(S(=O)(=O)N3CCOCC3)cc2)CC1)Nc1ccccc1	2.6	40	-7%	7%	6%	.	1%	-1%	-29%	-0.1%
CCc1ccc(N/C(=N/c2nc(C)cc(C)n2)NC(C)=O)cc1	3.8	100	-4%	11%	10%	.	-6%	16%	-7%	0.4%
Cc1ccc(Cl)cc1N1CCN(C(c2cccnc2)c2nnnn2C2CCCCC2)CC1 (stereo not drawn)	3.8	38	0%	2%	-7%	i	8%	16%	-1%	7.0%
O=C(COc1cc(Cl)c(Cl)cc1Cl)NC(=O)NC1CCCC1	10	48	5%	2%	-2%	i	7%	2%	-3%	-0.1%
O=C1/C(=C\c2ccco2)CCC/C1=C\c1ccco1	-3.0	67	5%	38%	-15%	i	26%	25%	-13%	-0.6%
COC(=O)C1=NN(c2cccc3ccccc23)C2C(=O)N(c3ccccc3OC)C(=O)C12 (stereo not drawn)	18	42	8%	.	-8%	i	8%	4%	.	0.0%
OC(COCc1cccs1)CN1CCN(c2ccccc2Cl)CC1 (stereo not drawn)	-1.4	16	12%	4%	12%	i	-2%	3%	-6%	0.1%

For reference, 4 of the compounds above.
SMILES	NTR1 ag	NTR1 ag cell count 20 µM	GPR55 antagonists	MgcRacGAP inhibition	GPR35 antagonists	Yfh1-off respiration	AID2073	Large T inhibition	Dengue-2 NS5 capping	GPR55 activation	others
O=C(NCC1CCN(c2ccc(S(=O)(=O)N3CCOCC3)cc2)CC1)Nc1ccccc1	2.6	40	-7%	7%	6%	.	1%	-1%	-29%	-0.1%
CCc1ccc(N/C(=N/c2nc(C)cc(C)n2)NC(C)=O)cc1	3.8	100	-4%	11%	10%	.	-6%	16%	-7%	0.4%
Cc1ccc(Cl)cc1N1CCN(C(c2cccnc2)c2nnnn2C2CCCCC2)CC1 (stereo not drawn)	3.8	38	0%	2%	-7%	i	8%	16%	-1%	7.0%
O=C(COc1cc(Cl)c(Cl)cc1Cl)NC(=O)NC1CCCC1	10	48	5%	2%	-2%	i	7%	2%	-3%	-0.1%

Compound activity from PubChem.
